ADAM10 inh – ADAM10 inhibition, QFRET primary screen; O14672; inhibition, % at 7 µM; AID 720582; recombinant ADAM10, EDANS/DABCYL FRET peptide cleavage, 3 h; hit rate 0.62% among 370,000;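 active means inhibition above a per-campaign cutoff equal to the mean of compounds falling between control-based bounds plus 3 SD, cut at about 20% in these data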;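 further: 0% = DMSO wells while the 100% control is not disclosed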
SMARCA2 activ – SMARCA2 function activation, primary screen; MG213 cells, MMTV-luciferase reporter, dexamethasone, overnight; activation, % at 9.1 µM; hit rate 1% among 370,000; AID 652017; in the data active means activation above about 7.8%;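 further: 0% = vehicle wells and 100% = reference activator wells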
GAA850 FXN act – frataxin GAA850 promoter activation. activation, % at 6 µM. HEK293 lucGAA850 FXN promoter luciferase reporter, 24 h; percent of 10 µM SAHA response. hit rate 0.56% among 360,000;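 active means activation above the average of all compounds screened plus 3 SD, cutoff fixed separately per campaign, cut at about 7.5% in these data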;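 further: 0% = DMSO wells and 100% = 10 µM SAHA wells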
ssDAF12 agonist – activates DAF-12 receptor from parasite S. stercoralis; activation, % at 6.8 µM; hit rate 1% among 370,000; AID 652126; HEK293 ssDAF-12/GRIP1 lit1-tk-luc reporter, luminescence; % of 3 µM dafachronic acid response;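 active means activation above the mean over all tested compounds plus 3 SD, cut at about 0.9% in these data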;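 further: 0% = DMSO-only wells and 100% = 3 µM delta7-dafachronic acid wells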
DAX1 inh-1 – NR0B1 (DAX1) inhibition; HEK293 Gal4-DAX1 luciferase reporter, luminescence; inhibition, % at 6.75 µM; hit rate 0.99% among 340,000; AID 504766;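 active means inhibition above the mean over all tested compounds plus 3 SD, cut at about 4.2% in these data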;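 further: 0% = DAX1-transfected cells with DMSO and 100% = empty-vector control cells with DMSO; inhibition shows as a rise in luminescence from relieved DAX1 repression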
GC-A act – GC-A (human) enzyme activation | P16066 | HEK293 GC-A cells, cGMP TR-FRET, EC30 ANP; 0% at EC30 ANP, 100% saturating ANP | activation, % at 10 µM | hit rate 0.14% among 370,000; in the data active means activation above about 40%
Target sequence (P16066 whole entry, looked up): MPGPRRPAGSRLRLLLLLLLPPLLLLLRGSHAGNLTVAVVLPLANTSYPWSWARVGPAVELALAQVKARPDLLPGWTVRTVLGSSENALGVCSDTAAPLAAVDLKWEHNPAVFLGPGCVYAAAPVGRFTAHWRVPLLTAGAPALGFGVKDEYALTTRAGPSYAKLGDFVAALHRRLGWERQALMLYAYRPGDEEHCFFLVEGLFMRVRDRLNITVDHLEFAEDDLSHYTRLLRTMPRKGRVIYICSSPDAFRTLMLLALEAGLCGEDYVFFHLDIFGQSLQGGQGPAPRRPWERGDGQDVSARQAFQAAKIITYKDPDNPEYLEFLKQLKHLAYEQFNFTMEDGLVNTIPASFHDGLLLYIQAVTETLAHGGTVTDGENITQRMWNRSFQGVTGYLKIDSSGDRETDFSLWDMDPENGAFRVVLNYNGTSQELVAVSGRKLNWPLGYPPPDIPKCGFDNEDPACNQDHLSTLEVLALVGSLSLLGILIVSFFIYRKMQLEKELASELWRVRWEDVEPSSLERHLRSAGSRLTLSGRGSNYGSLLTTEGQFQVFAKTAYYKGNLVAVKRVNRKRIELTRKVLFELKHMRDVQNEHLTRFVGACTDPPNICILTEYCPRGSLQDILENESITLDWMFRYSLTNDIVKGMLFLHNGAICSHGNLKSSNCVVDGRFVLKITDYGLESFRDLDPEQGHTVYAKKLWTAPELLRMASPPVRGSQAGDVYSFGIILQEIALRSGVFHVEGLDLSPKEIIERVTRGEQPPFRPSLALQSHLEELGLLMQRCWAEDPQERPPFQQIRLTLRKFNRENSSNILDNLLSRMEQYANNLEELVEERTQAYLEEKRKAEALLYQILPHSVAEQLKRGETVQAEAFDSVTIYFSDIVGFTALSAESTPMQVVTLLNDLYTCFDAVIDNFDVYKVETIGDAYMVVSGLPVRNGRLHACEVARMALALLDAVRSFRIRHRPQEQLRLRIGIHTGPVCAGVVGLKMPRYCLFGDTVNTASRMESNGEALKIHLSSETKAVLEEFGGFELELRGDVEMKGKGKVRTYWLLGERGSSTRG
ADAM17 inh – inhibitors of human ADAM17. recombinant ADAM17, EDANS/DABCYL FRET peptide cleavage. P78536. inhibition, % at 6.95 µM. hit rate 0.83% among 370,000;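 active means inhibition above the mean of compounds lying between control limits plus 3 SD, set per campaign, cut at about 8.5% in these data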;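 further: 0% = DMSO-only wells as the low control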
hgDAF-12 ag – activates the H. glycines DAF-12 receptor ligand-binding domain. AID 687014. HEK293 GAL4-hgDAF12 UAS-luciferase reporter, agonist luminescence; normalized to butyrate control. activation, % at 6.8 µM. hit rate 1.8% among 370,000;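 active means activation above a cutoff set at the mean of all screened compounds plus 3 SD, cut at about 10% in these data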;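 further: 0% = DMSO wells and 100% = sodium butyrate wells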
hcDAF12 agonist – activators of H. contortus DAF-12 nuclear receptor; AID 652067; HEK293 hcDAF-12 lit1-tk-luc reporter, luminescence; 0% DMSO, 100% Δ7-dafachronic acid; hit rate 1.4% among 370,000; activation, % at 6.8 µM;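 active means activation above the mean of all tested compounds plus 3 SD, cut at about 5.5% in these data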;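 further: 100% = response to 3 µM Δ7-dafachronic acid high control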
PG9 binder – binds the HIV-1 gp120 antibody PG9 | TR-FRET gp120-PG9 antibody binding | inhibition, % at 6.7 µM | hit rate 0.43% among 360,000 | AID 624416; in the data active means inhibition above about 8.5%
DAX1 inh-2 – blocks DAX1 repression of SF-1 activated StAR promoter; AID 652010; inhibition, % at 6.8 µM; HEK293T StAR-luciferase reporter, SF-1/DAX-1 repression relief; hit rate 1.1% among 370,000;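 active means inhibition above the mean over all tested compounds plus 3 SD, cut at about 3.6% in these data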;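 further: 0% = DAX-1 cells with DMSO and 100% = cells lacking DAX-1 with DMSO; higher inhibition means more luminescence from relief of DAX-1 repression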
Active calls of the source: *; nt = no result given. Not a hit list; about 6.8% have a hit in one of these screens.

SMILES	ADAM10 inh	SMARCA2 activ	GAA850 FXN act	ssDAF12 agonist	DAX1 inh-1	GC-A act	ADAM17 inh	hgDAF-12 ag	hcDAF12 agonist	PG9 binder	DAX1 inh-2
CCCCc1cc(=O)oc2cc(OC(C)C(=O)NCCN3CCOCC3)c(Cl)cc12 (centres undefined)	-52	-2	2.7	-1.3	-0.7	-1	-12	-1.8	-0.9	-0.1	1.1
N#Cc1nc(-c2cccc3ccccc23)oc1N1CCCCC1	-51	0	-0.6	-0.3	0.1	-3	-13	1.1	-0.4	-0.1	0.8
CC(=O)c1ccc(-c2c(C)cc3oc(=O)cc(-c4ccccc4)c3c2C)cc1	-3	-2	1.2	-2.0	-1.0	-5	2	-1.4	-2.9	0.2	-4.8
Cn1c(=O)c2c(ncn2CC(=O)OCCCC(=O)c2ccc(Br)cc2)n(C)c1=O	-5	-3	-0.6	-2.3	-2.5	1	0	-2.1	-2.6	0.7	-4.7
COC(=O)c1ccccc1-n1cc(COC(=O)NCCc2ccccc2)nn1	-6	-3	nt	-1.1	nt	0	-8	0.7	3.7	nt	-0.3
CN(C)S(=O)(=O)c1cccc(COC(=O)Cc2c(F)cccc2Cl)c1	-5	-1	2.4	-1.2	0.1	3	-1	0.4	-1.3	-0.7	-2.5
Cc1cc(NS(C)(=O)=O)c(=O)n(Cc2cccc(C(F)(F)F)c2)c1	-36	-6	-0.4	-1.1	1.8	-1	-16	-0.9	-0.7	1.0	0.2
O=[N+]([O-])c1ccc(-c2cn(-c3ccc(Cl)cc3)c(=S)[nH]2)cc1	13	0	0.7	0.1	0.5	-5	6	4.5	3.0	0.5	1.0
COC(=O)c1c(NC(=O)C(=O)N2CCCC2)sc2c1CC(C)(C)OC2	-3	-1	-1.2	-1.7	0.3	1	-2	0.5	-0.2	-1.4	-1.1
O=c1sc2ccccc2c(N2CCCCC2)c1[N+](=O)[O-]	-2	-3	-2.1	-0.8	1.9	-4	-2	-3.7	-0.5	-0.6	-0.2
O=C(c1ccccc1)N1CCN2C(=O)c3ccccc3C12c1ccc(Cl)cc1 (centres undefined)	-4	-2	-2.9	-1.7	1.5	-14	-4	-3.3	-2.2	-0.4	-1.1
CSc1nc2c(cnn2-c2ccccc2)c(=O)n1N	3	4	1.9	-1.3	2.0	5	2	3.9	0.1	-1.9	-0.1
Cc1ccc(NC(=O)CSc2nnc(Cn3c(=O)sc4ccccc43)n2C)cc1Cl	-16	2	-0.3	-1.4	1.9	3	-1	2.8	0.6	0.4	0.9
O=C1C2C3c4ccccc4C(c4ccccc43)[C@@H]2C(=O)N1c1cccnc1 (some centres undefined)	0	2	0.5	-2.0	1.3	-11	-1	-2.2	-1.1	-0.5	-0.2
N#Cc1ccsc1NC(=O)c1ccccn1	-2	-2	0.6	-1.2	0.0	8	1	6.9	1.2	0.6	0.0
COc1ccc(CNC(=O)COc2ccc(S(=O)(=O)N3CCOCC3)cc2)cc1	-4	-1	0.6	-1.1	2.8	-3	1	-2.6	-0.5	-1.1	-1.1
Cc1ccc(/C=C(/NC(=O)c2ccccc2)C(=O)NC(Cc2c[nH]c3ccccc23)C(=O)O)cc1 (centres undefined)	-1	2	2.8	-0.1	-1.6	4	-1	3.9	4.2	-3.0	0.6
CCOC(=O)CCCNC(=O)c1cncc(Br)c1	16	-4	0.5	-1.0	-0.3	0	0	-0.3	-1.2	-1.3	0.7
COC(=O)N/N=C/c1ccc(-c2ccccc2Cl)o1	-7	3	3.8	-1.9	-0.2	-5	-2	2.2	-3.3	0.1	-0.2
O=C1S/C(=C\c2ccccc2)C(=O)N1CC(O)Cn1c2ccccc2c2ccccc21 (centres undefined)	-3	-2	2.4	-1.0	0.3	-3	1	1.2	3.1	-1.4	0.3
NC(=O)c1c(NC(=O)c2ccco2)sc2c1CCC2	-8	3	-3.0	1.1*	1.5	0	2	14*	6.7*	-1.4	2.3
CCN(CC)C(=O)CN(Cc1ccccc1)S(=O)(=O)c1ccc(F)cc1	-6	-3	-2.5	-1.3	0.2	3	-3	0.7	-0.8	0.1	-0.4
Cc1cc2c(cc(C(=O)OC(C)C(=O)NCc3ccc(F)cc3)n2C)o1 (centres undefined)	-12	0	1.7	-0.9	0.1	-6	-1	1.8	-0.6	0.7	-1.1
Cc1ccc(S(=O)(=O)N2CCCC2C(=O)N2CCN(c3ccccc3)CC2)cc1 (centres undefined)	2	5	nt	-0.9	nt	0	2	-3.2	-2.8	nt	-0.9
COc1ccc(CCNc2nc(-c3ccncc3)cs2)cc1OC	4	2	5.9	-2.1	-0.6	-4	-2	-2.7	-3.1	0.1	0.1
COCCCNC(=O)CCn1nc(-c2ccc(Cl)cc2)ccc1=O	-7	3	1.9	-1.5	0.6	4	-9	-0.4	-0.3	-0.7	-0.4
Cc1ccc(-c2ccc(CN3C(CC(C)C)C(=O)N(Cc4cn(CCC5OCCO5)nn4)CCS3(=O)=O)cc2)cc1 (centres undefined)	26*	-5	-2.0	-1.7	-1.7	-3	9.8*	0.3	-3.1	-2.9	-2.0
CCOC(=O)CSC1=Nc2ccccc2C2=NC(CC(=O)NCc3cccs3)C(=O)N12 (centres undefined)	-15	0	3.3	-0.8	0.8	0	-5	-2.5	-0.9	-0.1	0.6
Cc1ccc(-n2nnnc2CNC(=O)c2ccc([N+](=O)[O-])o2)cc1C	-15	1	2.5	-0.5	-1.4	0	-2	-4.8	-0.7	-1.2	-5.1
CC(CCc1ccccc1)NC(=O)COC(=O)c1cc(NS(=O)(=O)c2ccc(Cl)c([N+](=O)[O-])c2)ccc1O (centres undefined)	17	3	0.9	-0.8	0.6	2	8.7*	-1.6	-0.3	-2.5	-0.2
CCCNC(=O)COC(=O)c1ccc(-c2ccccc2)cc1	-1	2	0.6	-1.5	0.0	5	3	-1.4	2.4	-2.8	0.3
C[C@H](NC(=O)c1ncn2c1C(=O)NC[C@H]2C)c1ccccc1	-8	4	-1.4	-1.5	0.3	4	1	-1.3	-1.3	-0.5	-0.2
CCOC(=O)[C@]12CCC=C1N(Cc1ccc3c(c1)OCO3)C(=O)[C@H](CC(=O)NCc1cccc(C(F)(F)F)c1)C2	11	-4	nt	-1.9	nt	-2	4	-1.7	-0.5	-0.2	-2.0
O=C1OC(Nc2nccs2)c2ccccc21 (centres undefined)	-3	-3	-0.4	-0.3	1.4	0	-1	-0.6	-1.6	1.1	0.6
COc1ccc(CCNC(=O)c2ccc([N+](=O)[O-])cc2)cc1	-5	-1	0.8	-1.2	-0.7	-2	0	-0.6	-2.3	-3.3	0.1
Cc1ccc(F)cc1NC(=O)Nc1cc(C(C)(C)C)nn1C	1	6	-0.5	-1.6	-0.5	2	0	1.3	0.7	-1.6	0.2
COc1ccc(/C=C2/C(=O)OCc3cc(OC)c(OC)cc32)cc1	6	-2	-3.8	-1.7	-3.2	8	-1	-0.6	-4.3	-1.8	-2.7
COC(=O)c1cccc(OCC(C)CN2CCC(C(O)(c3ccccc3)c3ccccc3)CC2)c1 (centres undefined)	8	-4	nt	-1.4	nt	-13	4	-2.8	2.1	nt	-1.4
Cc1ccc2ncc([N+](=O)[O-])n2c1	-14	0	1.4	-0.9	0.0	-1	-3	3.7	-2.4	-0.8	-0.5
Cc1ccc(C)c(OC(=O)c2cccc(S(=O)(=O)N3CCN(C)CC3)c2)c1	-5	0	-0.9	-1.4	-0.2	-1	3	-0.1	-2.2	-2.2	-0.7
CC(C)Oc1ccc(Oc2ccc(C#C[C@H](C)N3C(=O)c4ccccc4C3=O)cc2)cn1	1	nt	nt	-1.3	nt	5	-3	0.9	1.5	nt	nt
CCOC(=O)[C@]12CCCC=C1N(CCC1=CCCCC1)C(=O)[C@H](CC(=O)NCc1cccs1)C2	6	-1	nt	-1.6	nt	-3	2	1.1	-2.6	0.1	-0.9
COc1ccc(-c2cc(C(=O)Nc3ccccc3SC)no2)cc1OC	-3	1	0.3	-1.4	-0.7	-3	-2	-0.8	-0.3	-1.5	0.1
CCCCCc1ccc(-c2cn(Cc3ccc(C)cc3)nn2)cc1	4	5	0.7	-1.5	-0.8	-3	1	0.4	-0.8	-2.9	0.6
Fc1ccc(CN2CCN(C(c3ccccc3)c3ccccc3)CC2)cc1	3	-4	0.5	-2.0	-0.4	-13	-3	-0.5	-2.6	0.9	0.0
Cc1cccc(C(=O)Nc2cc(NC(=O)c3cccs3)ccc2C)c1	5	2	-0.7	-1.5	-0.8	-2	2	-0.9	0.0	-0.3	0.6
O=C(O)CSCC(=O)NCc1cccc(C(F)(F)F)c1	-3	1	1.3	-1.5	-1.9	1	-2	0.7	-0.8	-2.4	-0.1
CCN(CC)S(=O)(=O)c1ccc(N/N=C/c2ccc(O)cc2O)nc1	-12	-3	-5.2	-1.8	-4.3	-5	-2	-12	-4.1	-1.9	-3.1
Cn1c(Cn2c(=O)sc3ccccc32)nnc1SCC(=O)N1CCc2ccccc21	-10	-2	0.7	-0.6	3.3	-7	-1	0.9	2.0	-1.0	1.9
CC(C)(C)NC(=O)C1CCN(C(=O)c2ccco2)CC1	-11	-1	0.8	-1.0	1.3	2	-3	-0.8	0.4	0.6	0.4
CC(=O)c1ccc(N2CCN(C(=O)c3cc(-c4cccnc4)nc4ccc(Br)cc34)CC2)cc1	1	-3	-3.3	-2.5	-0.1	-22	-1	-0.6	-2.4	1.1	-0.5
COc1ccc(N2CCN(C(=O)CN3C(=O)NC(C)(c4ccc5ccccc5c4)C3=O)CC2)cc1 (centres undefined)	-10	-4	-7.4	-2.0	-1.4	2	-2	-5.0	-1.8	1.3	-4.7
O=Cc1ccc(OCc2ccc3c(c2)OCO3)cc1	-3	3	-4.4	0.2	1.6	5	-2	11*	3.2	0.2	1.4
COCCN(Cc1cc2cc(C)c(C)cc2nc1Cl)C(=O)Nc1ccccc1	0	0	0.1	-1.5	1.1	nt	1	-0.7	-1.1	-2.2	-0.1
O=C(O)CCC1(C(=O)O)OCCc2ccccc21 (centres undefined)	4	0	-2.7	-0.8	0.3	0	-1	2.6	-0.9	-1.1	0.1
C=CCn1c(Cc2cccs2)nnc1SCC(=O)Nc1ccc2c(c1)OCO2	-3	-2	nt	-2.0	nt	0	1	-2.1	-3.0	nt	-0.5
CC1(c2ccccc2Cl)NC(=O)N(CC(=O)Nc2ccc(N3CCCCC3)cc2)C1=O (centres undefined)	-1	-1	-1.5	-0.6	0.6	2	1	1.3	-1.3	-1.1	-1.4
Cc1nnc(-c2ccc(Oc3ccc(Cl)cc3)c([N+](=O)[O-])c2)o1	2	-3	1.6	-1.4	-1.9	5	7	-4.3	-0.8	-0.4	-1.0
COc1ccc(OCCN2CCN(S(=O)(=O)c3ccccc3C#N)CC2)cc1	-10	-3	-1.5	-0.7	-0.8	-1	-1	-1.8	-2.2	-0.2	-1.3

High-throughput results deposited in PubChem BioAssay by several laboratories.
